Assay outcomes deposited in PubChem by several laboratories.
INS promoter inh = TRM-6 insulin promoter activity inhibition; inhibition, % at 2 µM; 0.9% of 130,000 active; TRM-6 cells (human fetal islet line), insulin promoter-eGFP reporter, imaging; reporter expression induced with tamoxifen;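 active means inhibition above the mean plus 3 SD, with well images judged a real hit on visual review, cut at about 60% in these data, passing the limit was not always enough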
sdo1 growth = restores growth of sdo1-depleted yeast; S. cerevisiae sdo1-depleted JHY4D growth rescue, OD600 30 h; active compounds read high; pdr5 snq2 efflux-pump mutant strain; z-score at 10 µM; 0.21% of 140,000 active;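 active means z-score above 3 at both the 24 hr and the 30 hr optical density reads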;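 further: z-score against mean and SD of all compound wells on the same plate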
sdo1 growth Rescue 24 h = further read-out of sdo1 growth, marked with its call; z-score; S. cerevisiae sdo1-depleted JHY4D growth rescue, OD600; measured here: growth rescue at 24 h;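 0 is the plate mean of compound wells and units are plate SD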
* = called active by the depositor; . = not tested or not shown; [ ] = another dose, or the depositor's remark. Not all compounds are listed; rates above refer to the full screens.

SMILES	INS promoter inh	sdo1 growth	sdo1 growth Rescue 24 h
CC(NC(=O)Cn1nc(C(=O)O)c2ccccc2c1=O)c1ccccc1 (stereo not given)	66	0.01	-0.29
COc1ccc2ncc(S(=O)(=O)c3ccccc3)c(N3CCC4(CC3)OCCO4)c2c1	-48	-1.4	-1.1
Cc1ccc(N2C(=O)[C@@H]3C(C(=O)C(c4ccccc4)c4ccccc4)=NN[C@@H]3C2=O)cc1	.	0.52	0.29
Clc1cccc2c1Sc1ccccc1CC2N1CCNCC1 (stereo not given)	-3	-1.1	-0.37
COc1ccc(/C=C2\SC(c3ccc(C)cc3)=NC2=O)cc1OC	.	0.08	1.2
CC1(C)Cc2ccccc2C(=O)N1	-23	0.55	0.57
Cc1nn(C)c(C(=O)NNC(=S)NCc2ccco2)c1Cl	23	0.7	0.41
O=c1[nH]c(=O)n(-c2ccccc2)c2c1C(C(F)(F)F)(C(F)(F)F)N=C(C1CCCCC1)N2	19	0.42	-0.69
CCOc1ccc(NC(=O)CSc2nccn2C)cc1	15	0.43	0.81
CC(=O)C1=C(O)C(=O)N(Cc2ccco2)C1c1ccccc1F (stereo not given)	14	.	.

Exported in CSV form: part of the list above
SMILES,INS promoter inh,sdo1 growth,sdo1 growth Rescue 24 h
Cc1ccc(N2C(=O)[C@@H]3C(C(=O)C(c4ccccc4)c4ccccc4)=NN[C@@H]3C2=O)cc1,.,0.52,0.29
Clc1cccc2c1Sc1ccccc1CC2N1CCNCC1 (stereo not given),-3,-1.1,-0.37
COc1ccc(/C=C2\SC(c3ccc(C)cc3)=NC2=O)cc1OC,.,0.08,1.2
CC1(C)Cc2ccccc2C(=O)N1,-23,0.55,0.57
Cc1nn(C)c(C(=O)NNC(=S)NCc2ccco2)c1Cl,23,0.7,0.41

The listing continues:
SMILES	INS promoter inh	sdo1 growth	sdo1 growth Rescue 24 h
O=C(CSc1nc2ccccc2n1CC(=O)NCc1ccccc1)NCc1ccco1	-27	-0.55	0.03
N#Cc1ccc(OCC(=O)Nc2ccccc2NS(=O)(=O)c2cccs2)cc1	-21	0.11	-0.03
O=C(NNC(=O)C(c1ccccc1)c1ccccc1)c1ccccn1	.	0.65	0.67
Cc1ccc(N2CC(C(=O)OCc3ccccc3)CC2=O)cc1 (stereo not given)	.	-0.43	-0.46
CCn1cc(-c2nnnn2-c2ccc(Cl)cc2)c(=O)c2ccccc21	.	0.41	0.03
COc1ccc(NC(=O)CC2C(=O)OCC3CCCCN32)cc1Cl (stereo not given)	.	0.14	-0.04
O=C(c1cccc(C(F)(F)F)c1)N1CCN(c2cc(=O)[nH]nc2-c2ccccc2)CC1	-21	-0.02	-0.88
CCN(CC)CCN1C(=O)C(=O)/C(=C(/O)c2ccc(F)cc2)C1c1ccncc1 (stereo not given)	.	0.98	-0.71
O=c1oc2ccccc2c(N2CCCCC2)c1CN1CCCC1	24	1	0.94
O=C1CSC(=S)N1/N=C/c1ccc(O)c([N+](=O)[O-])c1	-17	.	.
CCCCNC(=O)CSc1nc2ccsc2c(=O)n1CCCC(=O)NCCc1ccc(S(N)(=O)=O)cc1	41	.	.
COc1ccc(Nc2ccc(S(=O)(=O)N3CCCCC3)cc2[N+](=O)[O-])cc1Cl	.	0.18	0.67
O=C(Nc1ccc(S(=O)(=O)Nc2ncccn2)cc1)c1ccc(Br)s1	31	0.85	1
COc1ccc(CCNC(=O)c2ccc(Cl)c(S(=O)(=O)N(C)c3ccccc3)c2)cc1	-16	-0.6	-0.55
COc1ccc(S(=O)(=O)N2CCN(CCO)CC2)cc1-c1nnc2c3ccccc3c(C)nn12	.	1.1	0.77
Cc1ccc(N(C(=O)C(F)(F)F)C(C(=O)NC2CCCCC2)c2cccs2)cc1C (stereo not given)	0	-0.04	-0.26
CCCCCCCCCCCCOC1OC(CO)C(O)C(O)C1NC(C)=O (stereo not given)	45	-0.58	0.13
CC(C)(C)c1nc2ccccc2[nH]1	80*	-0.34	-1.1
Cc1c(Cl)cccc1NC(=O)CN1CCC(C(O)(c2ccccc2)c2ccccc2)CC1	0	-2	-1.1
S=c1[nH]nc(-c2cccnc2)n1/N=C/C(Cl)=C\c1ccccc1	5	-0.64	-0.67
Clc1cccc(CSc2nnc([C@@H]3CCCN3)o2)c1	.	-0.27	-0.08
CC(C)C(OC(=O)c1cccs1)C(=O)NCc1ccccc1 (stereo not given)	-18	.	.
Cc1ccc(S(=O)(=O)NC(=O)NC(C)(C)C)cc1	.	1.2	1.9
COc1ccc(/C=N/NC(=O)c2ccco2)cc1Cn1nc(C)cc1C	-62	0.85	1.3
OC(CN1CCCCC1)CN1CCCCC1	-6	0.18	0.06
COc1ccc(CNC(=O)c2ccccc2SC)cc1	-259	0.38	-0.06
Cc1c(NC(=O)OCCNC(=O)Nc2ccccc2)sc(=S)n1C	-17	0.28	-0.09
O=C(CSc1ncnc2c1oc1ccccc12)Nc1ccc2c(c1)OCCO2	50	-1.6	0.41
O=C(NCc1cccnc1)c1ccccc1Br	-64	0.16	-0.14
Cc1ccc2c(c1)SC1=NC(c3ccccc3)(C(F)(F)F)NC(=O)N12 (stereo not given)	-22	0.26	0.89

Looked up above.
For sdo1 growth Rescue 24 h, Cc1ccc(S(=O)(=O)NC(=O)NC(C)(C)C)cc1 is entered as 1.9
For INS promoter inh, OC(CN1CCCCC1)CN1CCCCC1 is entered as -6
For INS promoter inh, O=C(CSc1ncnc2c1oc1ccccc12)Nc1ccc2c(c1)OCCO2 is entered as 50
For sdo1 growth Rescue 24 h, Cc1ccc2c(c1)SC1=NC(c3ccccc3)(C(F)(F)F)NC(=O)N12 (stereo not given) is entered as 0.89
For INS promoter inh, Cc1c(NC(=O)OCCNC(=O)Nc2ccccc2)sc(=S)n1C is entered as -17

The list continues:
SMILES	INS promoter inh	sdo1 growth	sdo1 growth Rescue 24 h
CCOc1ccc(NC(=S)NCc2ccc3[nH]c(C)cc3c2)cc1	45	.	.
CCOc1ccc(C(CC(=O)O)NC(=O)C23CC4CC(CC(C4)C2)C3)cc1OC (stereo not given)	15	.	.
O=C(C1CCCCC1)N1CCC(n2nnc3ccccc32)CC1	49	0.85	0.81
COc1ccc(/C=N/NC(=O)CNc2ccc(Br)cc2)c(C(=O)O)c1OC	21	.	.
Cn1c(CC(=O)NCCO)c(Sc2ccccc2)c2ccccc21	-69	0.37	-0.51
Cc1ccc(CNC(=O)CS(=O)Cc2nc(-c3cccs3)oc2C)cc1 (stereo not given)	.	0.36	0.3
CCOC(=O)c1nn(-c2ccccc2C)c2nc(-c3ccc(Cl)cc3)c(C#N)c(=O)n12	-27	-0.85	-0.36
CCC1=NN(C(=O)c2ccc(Br)cc2)C(O)(c2ccc(C)cc2)C1 (stereo not given)	25	-0.58	-0.36
CS(=O)(=O)N(Cc1ccccc1)c1ccccc1C(=O)O	-11	-0.45	-1
O=C(CCN1C(=O)c2ccccc2C1=O)N1CCC(c2ccccc2)C1 (stereo not given)	26	0.53	0.07
O=C(CSc1nc2cc(Cl)ccc2o1)c1cccs1	.	-0.77	0.1
CCc1c(C)sc(NC(=O)c2cccs2)c1C#N	-2	-0.11	1.1
Cc1cc(NC(=O)CSc2nc3c(c(=O)n2-c2ccc(Br)cc2)SCC3)no1	-187	-1	-0.97
CCCCC(CC)CNC(=O)C1CCCN(S(=O)(=O)c2cnc[nH]2)C1 (stereo not given)	.	1.1	0.17
Cc1nc2sccn2c(=O)c1Br	.	2.1	2.5
COCCN1C(=O)/C(=C/c2cc3c(cc2Br)OCO3)NC1=S	-40	.	.
CC(C)(C)n1ncc2c(=O)n(CC(=O)N3CCCC3)cnc21	-17	.	.
CCOC(=O)c1cc(-c2ccccc2)sc1NC(=O)C(C)C	.	-0.27	1.7
Nc1nnc(SCCCC(=O)c2ccccc2)s1	.	1.2	1.9
Cc1ccc(C(=O)NC(=S)Nc2cccc3nsnc23)cc1	.	-0.02[10.6 µM]	1.6
O=C(NNC(=O)C1CCN(S(=O)(=O)c2ccc(Cl)cc2)CC1)c1ccccc1	-30	0.68	0.68
O=C1CCCc2nn(-c3ccccc3)c(-c3ccncc3)c21	.	0.24	0.15
Cc1ccccc1OCCCC(=O)Nc1ccc(N2CCOCC2)cc1	35	0.69	0.68
Cc1ccc(C(=O)N2CCCC(c3nc4c(nnn4Cc4ccccc4)c(=O)[nH]3)C2)cc1 (stereo not given)	14	0.41	0.22
COc1cc(C(c2sc3ncnn3c2O)N2CCN(c3ccccc3F)CC2)cc(OC)c1OC (stereo not given)	.	0.24	-0.35
CCOC(=O)N1CCN(C(=O)COc2ccc(S(=O)(=O)NCc3ccccc3)cc2)CC1	-23	0.27	-0.18
Cc1c(-c2ccccc2)nc2ccccc2c1C(=O)NCc1cccs1	.	-0.94	-1.1
O=C(Nc1ccccc1C1CC1)c1cccs1	.	-0.65	-0.79
O=C(CNC(=O)c1cccs1)OCC(=O)c1ccc(Cl)cc1	-57	.	.
Cc1cccc(N2CCN(C(=O)C34CC5CC(CC(C5)C3)C4)CC2)c1C	-57	-2	-1.3
COc1cc(C(=S)N2CCOCC2)ccc1OC(=O)/C=C/c1ccco1	31	.	.
Cc1csc(NC(=O)CSc2nc3ccccc3c3c2CCCC3)n1	.	-0.32	0.05
CCOC(=O)c1oc2ccccc2c1NC(=O)c1cc(OC)cc(OC)c1	-31	-0.92	-1.1
COC(=O)c1ccc(OCC(=O)c2ccc(C)c(C)c2)cc1	3	-0.11	0.45
CCCCC(=O)NCCNc1nc2c(c(=O)n(C)c(=O)n2C)n1Cc1ccc(F)cc1	.	2.8	1.8
COC(=O)c1c(C(=O)OC)c(-c2ccc(Cl)cc2)n2c1CS(=O)(=O)C2	0	.	.
O=S(=O)(c1cccc(-c2nc3n(n2)Cc2ccccc2-3)c1)N1CCCC1	8	0.38	0.74
Cc1noc(C)c1C(=O)NC1CCCc2ccccc21 (stereo not given)	34	0.71	0.63
C=CCOC(=O)CC(NC(=O)c1ccccc1)c1ccccc1 (stereo not given)	-67	0.09	-0.46
O=C(CNC(=O)c1ccc(S(=O)(=O)N2CCCCC2)cc1)N/N=C/c1ccco1	-114	.	.
COc1ccc(-c2nc(NC(=O)c3cc(C(C)(C)C)nn3C)sc2C)cc1	.	-1.5	-0.47
O=C(Nc1ccc(-c2csc(-c3ccccc3)n2)cc1)c1ccccc1	13	2.6	4.6
N#CC1=C(N)NC(SCC(=O)O)=C(C#N)C12CCCC2	.	0.15	0.23
CCOC(=O)C1CCCN(C(=O)c2cc3ccccc3oc2=O)C1 (stereo not given)	-29	.	.
CC(C)CC(C(=O)OCC(=O)Nc1cccc(Cl)c1)N1C(=O)C2CC=CCC2C1=O (stereo not given)	.	-0.89	-0.61
C=CCn1c(C)cc(C(=O)COc2ncnc3sccc23)c1C	.	-0.91	-1
Cc1oc2c(O)c(O)ccc2c(=O)c1-c1cnn(-c2ccccc2)c1	.	1.3	1.1
O=C(c1ccc(-c2cc3ccccc3oc2=O)cc1)N1CCN(c2ccc(Cl)cc2[N+](=O)[O-])CC1	.	-0.48	0.46
Cc1ccc(-c2csc3ncn(CC(=O)N4CCOCC4)c(=O)c23)cc1C	-11	-0.13	-0.26
CCOC(=O)N1CCC(NC(=O)c2ccc3c(c2)sc2nc(-c4ccc(OC)cc4)cn23)CC1	30	-0.55	0.69

A run of entries from the list above, as a working copy:
SMILES	INS promoter inh	sdo1 growth	sdo1 growth Rescue 24 h
COc1ccc(-c2nc(NC(=O)c3cc(C(C)(C)C)nn3C)sc2C)cc1	.	-1.5	-0.47
O=C(Nc1ccc(-c2csc(-c3ccccc3)n2)cc1)c1ccccc1	13	2.6	4.6
N#CC1=C(N)NC(SCC(=O)O)=C(C#N)C12CCCC2	.	0.15	0.23
CCOC(=O)C1CCCN(C(=O)c2cc3ccccc3oc2=O)C1 (stereo not given)	-29	.	.
CC(C)CC(C(=O)OCC(=O)Nc1cccc(Cl)c1)N1C(=O)C2CC=CCC2C1=O (stereo not given)	.	-0.89	-0.61

Next records.
SMILES	INS promoter inh	sdo1 growth	sdo1 growth Rescue 24 h
COc1ccc(NC(=O)c2nn(C)c(=O)c3ccccc23)cc1S(=O)(=O)Nc1ccccc1Cl	7	.	.
COc1cccc(-c2nnc(SCN3C(=O)c4ccccc4C3=O)n2C)c1	14	-0.59	-0.55
CC1=C(C(=O)OC(C)C)C(c2c(O)ccc3ccccc23)NC(=O)N1 (stereo not given)	.	0.07	-0.64
O=C(CCN1C(=O)c2ccccc2S1(=O)=O)N1CCN(c2ccccc2)CC1	.	-0.12	-0.45
Cc1cc(C(=O)CN2CCCCC2)c(C)n1-c1ccc(F)cc1	.	0.66	0.18
CCc1ccc2c(c1)CCCN2C(=O)c1ccccc1C(=O)O	.	-0.03	-0.8
Cn1c(CNc2ccccn2)c(C#N)c2ccccc21	-167	-0.14	0.06
C[n+]1c2n(c3ccccc31)N=C(c1ccc(Br)cc1)CS2	.	-0.11	-0.52
Cn1c(SCC(=O)Nc2ccc(F)cc2)nnc1-c1cccnc1	.	-2	-2
Cc1ccc(CNc2cc(-c3nn4c(C)nnc4s3)ccc2C)s1	-7	-2.4	-1.8

Quoted at random: three records from the list.
SMILES	INS promoter inh	sdo1 growth	sdo1 growth Rescue 24 h
COc1cccc(-c2nnc(SCN3C(=O)c4ccccc4C3=O)n2C)c1	14	-0.59	-0.55
CC1=C(C(=O)OC(C)C)C(c2c(O)ccc3ccccc23)NC(=O)N1 (stereo not given)	.	0.07	-0.64
COc1ccc(NC(=O)c2nn(C)c(=O)c3ccccc23)cc1S(=O)(=O)Nc1ccccc1Cl	7	.	.

The results go on.
SMILES	INS promoter inh	sdo1 growth	sdo1 growth Rescue 24 h
Cc1ccccc1C(=O)Nc1ccccc1C(=O)N/N=C\c1ccco1	.	0.04	0.02
O=c1c(Cl)c(N2CCN(S(=O)(=O)c3ccc(F)cc3)CC2)cnn1-c1cccc(Cl)c1	3	-0.04	0.64
COc1cc(C2C3=C(Nc4ncnn42)c2ccccc2CC3)cc(OC)c1OC (stereo not given)	-257	-1.4	-1.6
O=C(NCc1ccco1)C(c1cccnc1)N(C(=O)Cn1nnc2ccccc21)c1ccccc1 (stereo not given)	.	-0.19	-1.4
